PrPC TRFRET: reduces human prion protein on the cell surface; cell surface PrPC, TR-FRET read-out; AID 720596; 370,000 compounds, 0.43% hits; inhibition, % at 13.8 µM; in the data active = inhibition above about 24%; also: 0% = median of the test wells and 100% = reference compound wells
BoNT-F LC inh: blocks Botulinum neurotoxin F light chain protease; Multiplex microsphere protease cleavage assay, flow cytometry; inhibition, % at 10 µM; 360,000 compounds, 0.22% hits; in the data active = inhibition above about 35%, passing the limit was not always enough; inconclusive = no clear call, values can overlap the other calls; also: plate controls were buffer without enzyme for full effect and enzyme alone for no effect
FadD28 binding: blocks FadD28 binding to the bisubstrate probe; fluorescence polarization; inhibition, % at 12.5 µM; 360,000 compounds, 0.22% hits; in the data active = inhibition above about 8.5%, passing the limit was not always enough; inconclusive = no clear call, values can overlap the other calls
Mtb UGM inh: blocks M. tuberculosis UGM enzyme | P9WIQ1 | purified UGM, fluorescence polarization probe displacement | inhibition, % at 10 µM | 320,000 compounds, 0.06% hits; in the data active = inhibition above about 10%, passing the limit was not always enough; inconclusive = no clear call, values can overlap the other calls
Target sequence (P9WIQ1 whole entry, looked up): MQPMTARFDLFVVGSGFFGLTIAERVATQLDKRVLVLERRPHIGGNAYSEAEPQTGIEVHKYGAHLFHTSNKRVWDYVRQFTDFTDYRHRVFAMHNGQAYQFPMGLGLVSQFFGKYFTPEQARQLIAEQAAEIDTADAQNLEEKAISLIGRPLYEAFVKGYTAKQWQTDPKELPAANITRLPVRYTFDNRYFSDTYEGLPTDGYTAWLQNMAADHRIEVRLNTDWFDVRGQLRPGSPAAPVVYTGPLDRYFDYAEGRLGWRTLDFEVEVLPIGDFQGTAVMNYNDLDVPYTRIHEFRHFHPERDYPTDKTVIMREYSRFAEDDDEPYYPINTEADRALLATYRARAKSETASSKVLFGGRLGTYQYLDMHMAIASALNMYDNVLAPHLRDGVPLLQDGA
BioA inh: inhibitors of Mycobacterium tuberculosis BioA enzyme; purified M. tuberculosis BioA enzyme, plate reader; inhibition, % at 9.99 µM; 360,000 compounds, 0.096% hits; AID 602481; in the data active = inhibition above about 40%; inconclusive = no clear call, values can overlap the other calls
Mtb FBA inh: inhibitors of M. tuberculosis fructose-bisphosphate aldolase | purified M. tuberculosis FBA, fluorescence read-out | inhibition, % at 1 µM | 360,000 compounds, 2.3% hits; in the data active = inhibition above about 27%;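 also: 0% = vehicle and 100% = reference inhibitor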
Target sequence (P9WQA3 whole entry, looked up): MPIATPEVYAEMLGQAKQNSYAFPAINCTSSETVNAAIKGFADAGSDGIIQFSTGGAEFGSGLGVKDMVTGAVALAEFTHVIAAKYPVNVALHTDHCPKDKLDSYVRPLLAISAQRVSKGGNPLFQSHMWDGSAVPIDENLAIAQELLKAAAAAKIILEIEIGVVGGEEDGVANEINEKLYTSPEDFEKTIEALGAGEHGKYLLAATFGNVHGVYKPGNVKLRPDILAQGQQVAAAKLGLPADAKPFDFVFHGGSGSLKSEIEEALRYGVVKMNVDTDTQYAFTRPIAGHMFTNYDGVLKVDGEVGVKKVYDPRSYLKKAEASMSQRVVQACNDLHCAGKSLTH
BoNT A protease: blocks Botulinum neurotoxin A light chain protease | multiplex microsphere protease substrate cleavage, flow cytometry | inhibition, % at 10 µM | 360,000 compounds, 0.17% hits | AID 588499; in the data active = inhibition above about 30%; inconclusive = no clear call, values can overlap the other calls; also: plate controls were buffer without enzyme for full effect and enzyme alone for no effect
CCHFV vOTU inh: blocks the CCHF virus ovarian tumor domain protease; CCHFV vOTU protease, Pep-AMC fluorescence; inhibition, % at 11.5 µM; 370,000 compounds, 0.55% hits; also: 0% = vehicle wells with enzyme and 100% = no enzyme wells
GDH-TPI counter: counter-screen for M. tuberculosis FBA inhibitors: GDH-TPI coupled enzymes. 360,000 compounds, 1.2% hits. AID 588335. inhibition, % at 4.8 µM. GDH-TPI coupled enzyme counterscreen, NADH absorbance;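 also: 0% = DMSO wells and 100% = wells lacking the enzyme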
* marks the source's active call; other numbers are inactive results; ? = inconclusive; . = not tested or not shown; & = joins results of further samples. Rule as the data show it, unless noted: active = inhibition above about 30%; inactive = the rest.

SMILES	PrPC TRFRET	BoNT-F LC inh	FadD28 binding	Mtb UGM inh	BioA inh	Mtb FBA inh	BoNT A protease	CCHFV vOTU inh	GDH-TPI counter
Nc1ccc(S(=O)(=O)Nc2nccc(/C=C/c3ccc([N+](=O)[O-])cc3)n2)cc1	-8	9	-0.3	2.0	-0.2	7	0.1	10	22
CN1CCN(C(c2ccccc2)c2ccc(Cl)cc2)CC1 (configuration not stated)	-3	0	-0.3	2.5	2.1	1	-0.6	2	11
COc1ccc(OC)c(S(=O)(=O)Nc2cc3c4c(c2)CC(=O)N4CCC3)c1	-4	.	-2.4	2.0	-1.9	4	.	-1	3
CN(C)C(CNC(=O)CCC(=O)c1ccc(Br)cc1)c1ccccc1 (configuration not stated)	-4	17	-1.5	-0.8	-1.6	0	-1.9	-8	5
O=C(CCC(=O)N1CCN(Cc2ccc(F)cc2)CC1)Nc1nnc(C(F)(F)F)s1	-2	14	-1.3	-0.1	16	1	-0.5	4	7
COc1ccc(C(C)C)cc1S(=O)(=O)n1ccnc1C	4	2	-2.4	1.1	0.9	-5	0.1	0	-7
CCOc1cc(/C=N/n2cnnc2)c(Br)cc1O	-4	-4	-2.8	-1.0	-0.9	0	1.9	-4	27
CN1C(=O)/C(=C/c2ccco2)SC1=Nc1ccc(N2CCOCC2)cc1	-5	-12	0.0	-0.3	.	1	-1.0	-8	0
Cc1ccc2c(c1)c(=O)c1c3n2CCN(CC2CO2)C3CC1 (configuration not stated)	0	-11	-0.6	-2.4	.	8	-1.3	-3	4
CSCCC(NC(N)=O)C(=O)NCc1cccc(Cl)c1 (configuration not stated)	0	1	-0.6	0.1	1.0	4	0.7	-6	6
COc1ccc(NC(=O)c2cccc3c2C(=O)c2ccc(-c4cnc(OC)nc4)cc2S3(=O)=O)cc1	-23	6	0.2	0.6	-1.0	4	0.3	3	18
C[C@@H]1CN([C@@H](C)CO)C(=O)c2cc(N(C)C)ccc2O[C@@H](C)CCCCO[C@@H]1CN(C)S(=O)(=O)c1cccs1	8	-5	0.9	.	0.6&-1.2&-0.8	0	-0.3	-9	13
COc1ccc(/C=N/N(C)C2=NCCN2)c(OC)c1OC	-8	-27	-0.4	0.1	-1.3	-2	-3.2	1	8
O=C(O)CCCCCn1c(SCc2cc(=O)n3cc(Cl)ccc3n2)nc2ccsc2c1=O	-9	2	-3.9	3.5	7.2	-10	0.2	-17	0
COC(=O)c1ccc2c(c1)N(C)CCS2	8	4	-4.3	-0.6	-1.0	8	0.6	3	19
CSc1c(CC(=O)NCCCO)n(Cc2ccccc2)c2ccccc12	13	?	-0.9	-0.7	-0.8	6	2.9	-4	5
C[C@H](CO)N1C[C@H](C)[C@@H](CN(C)S(=O)(=O)c2ccccc2)Oc2ccc(NC(=O)CCC(F)(F)F)cc2C1=O	-4	7	-1.0	1.4	-1.9&-0.1	1	0.3	2	-8
O=S1(=O)CCC(NC(=S)Nc2ccccc2)C1 (configuration not stated)	-6	?	-1.0	-0.4	-0.3	1	-1.3	13	14
CC1CCN(S(=O)(=O)c2ccc3c(c2)N(CC(=O)NCCCN2CCCCC2)C(=O)CS3)CC1	-10	-1	-1.2	-0.2	2.0	1	-1.8	-1	3
CCn1ncc(C2=NOC(C(=O)NCc3ccc(Cl)cc3)C2)c1C (configuration not stated)	2	3	1.4	-3.1	-1.3	6	2.3	-7	5

Quoted at random: six compounds from above
SMILES	PrPC TRFRET	BoNT-F LC inh	FadD28 binding	Mtb UGM inh	BioA inh	Mtb FBA inh	BoNT A protease	CCHFV vOTU inh	GDH-TPI counter
C[C@H](CO)N1C[C@H](C)[C@@H](CN(C)S(=O)(=O)c2ccccc2)Oc2ccc(NC(=O)CCC(F)(F)F)cc2C1=O	-4	7	-1.0	1.4	-1.9&-0.1	1	0.3	2	-8
COc1ccc(/C=N/N(C)C2=NCCN2)c(OC)c1OC	-8	-27	-0.4	0.1	-1.3	-2	-3.2	1	8
CC1CCN(S(=O)(=O)c2ccc3c(c2)N(CC(=O)NCCCN2CCCCC2)C(=O)CS3)CC1	-10	-1	-1.2	-0.2	2.0	1	-1.8	-1	3
CCn1ncc(C2=NOC(C(=O)NCc3ccc(Cl)cc3)C2)c1C (configuration not stated)	2	3	1.4	-3.1	-1.3	6	2.3	-7	5
O=C(O)CCCCCn1c(SCc2cc(=O)n3cc(Cl)ccc3n2)nc2ccsc2c1=O	-9	2	-3.9	3.5	7.2	-10	0.2	-17	0
COC(=O)c1ccc2c(c1)N(C)CCS2	8	4	-4.3	-0.6	-1.0	8	0.6	3	19

Other records:
SMILES	PrPC TRFRET	BoNT-F LC inh	FadD28 binding	Mtb UGM inh	BioA inh	Mtb FBA inh	BoNT A protease	CCHFV vOTU inh	GDH-TPI counter
CCCNC(=O)c1cccc(Cn2nc(C)c(Br)c2C)c1	2	3	0.1	-1.4	-0.9	-2	0.7	29	2
CC(SCc1ccccc1)C(=O)N/N=C/c1ccc2c(c1)OCO2 (configuration not stated)	1	-30	-2.2	-3.3	4.6	-2	-1.3	18	20
COc1cccc2sc3ccc(C#CC4(N)CCCCC4)cc3c(=O)c12	15	-10	-5.2	-2.4	7.8	10	8.6	1	16
C(=C/c1ccnc2nc(SC/C=C/c3ccccc3)nn12)/c1ccccc1	4	-7	-0.9	1.3	-0.6	-5	?	-4	26
COC(=O)C(=O)Nc1nnc(COc2ccccc2)s1	-6	7	-0.2	3.7	-1.5	3	0.3	6	10
N#C/C(=N\Nc1cccc(C(F)(F)F)c1)C(=O)c1ccsc1	20	2	0.4	7.2	.	-10	-0.3	23	16
CCOc1ccccc1/C=N/NC(=O)c1c(C)nc2ccc(Br)cn12	11	4	-2.9	0.9	1.7	0	-1.7	0	22
Cc1ccc(C(=O)O)cc1S(=O)(=O)N1CCCC1	2	-8	-3.0	-0.3	1.6	0	-0.6	-2	0
COc1cc2c(cc1OC)C(c1ccc(Cl)cc1)CC(=O)N2 (configuration not stated)	0	?	-1.1	-0.4	-0.1	-1	1.1	0	-1
CC(C)c1ccc(C(CC(=O)O)NC(=O)c2cccs2)cc1 (configuration not stated)	-2	-2	-1.1	5.1	-0.4	2	0.0	2	1
CC(=O)Oc1ccc2c3c(c(=O)oc2c1)CCCC3	6	-9	-5.0	0.3	-2.1	195*	-1.7	-253	2
CN(Cc1ccccc1F)C(=O)c1cccc(NC(=O)CC2SC(N3CCCCC3)=NC2=O)c1 (configuration not stated)	10	?	0.4	.	-1.2	2	?	15	7
COc1ccccc1OCC(=O)N1CCN(S(=O)(=O)c2ccc(Cl)cc2)CC1	-7	5	-2.7	.	-0.2	4	0.8	19	-1
COc1cc(C(=O)NCC(C)C)c([N+](=O)[O-])cc1OC	-5	5	0.8	4.6	-0.7	-3	0.6	12	1
CCOC(=O)CC(NC(=O)c1cccc2c1C(=O)N(Cc1cccnc1)C2)c1ccc(OCC)c(OC)c1 (configuration not stated)	0	2	-4.8	-0.9	.	0	0.3	2	9
CCN1CCN(CC(=O)Nc2cc(S(=O)(=O)N(CC)c3ccccc3)ccc2Cl)CC1	-7	-2	0.8	-5.5	2.5	2	0.7	13	9
CCOP(=O)(OCC)c1cc(C)c(O)c(C(C)(C)C)c1	-2	.	-2.9	0.5	.	2	.	0	3
CC(C)NC(=O)C1(C)CCCCN1Cc1ccc(OCc2ccccc2)cc1 (configuration not stated)	2	-8	-0.8	.	0.5	-3	-0.4	12	4
COC(=O)[C@H]1C[C@H](OC(=O)NCc2ccco2)[C@@]2(O)CN(S(=O)(=O)c3ccc(C)cc3)CC2[C@H]1C(=O)OC (some centres not stated)	0	1	-1.9	.	-0.6	3	-0.3	-1	3
Cc1nc2sc(C(c3ccc(Cl)cc3)N3CCN(C(=O)c4ccco4)CC3)c(O)n2n1 (configuration not stated)	-10	.	-4.2	-1.4	3.2	0	.	-2	7
Cc1ccc2c(c1)nnn2C1CCN(CC(=O)NCc2ccccc2F)CC1	-8	-3	-4.0	1.6	.	6	0.1	2	3
CCCC1(CCC)NC(=O)N(CC(=O)c2cc(C)n(-c3ccc4c(c3)OCO4)c2C)C1=O	3	-10	-5.0	0.7	-0.4	-3	-0.8	6	-7
COc1cc(C(F)(F)F)c(C(=O)NCc2cccc(Cl)c2)cn1	2	?	-0.8	1.5	-0.7	-6	1.5	-7	-17
CC(C)(C)c1ccc(C(=O)N2CCC2(C)C(=O)NS(=O)(=O)c2ccccc2Cl)cc1 (configuration not stated)	-3	0	-0.4	.	-1.3	0	-0.2	9	3
CCOc1ccc(NC(=O)Nc2cccnc2)cc1	10	1	0.6	0.0	.	3	0.7	12	4
COc1ccc(CCNC(=O)Cn2c([N+](=O)[O-])cnc2C)cc1OC	-5	-3	-1.9	0.3	-0.3	-3	0.1	-5	7
CCOCCCNC(=O)C(NC(=O)c1ccc(NC(C)=O)cc1)c1ccc(C)cc1 (configuration not stated)	-1	-3	-5.5	0.5	.	1	0.3	-7	7
COc1ccc(CNC(=O)N2[C@H]3CC[C@@H]2C=C(c2ccc(F)cc2OCc2ccccc2)C3)cc1OC	-8	-5	-3.5	.	-0.5	-2	-0.8	-3	-13
Cc1cc(C)n2nc(Sc3ncccc3[N+](=O)[O-])nc2n1	-3	6	-1.6	2.0	4.6	0	0.6	1	8
O=C(CC(CC(=O)c1ccccc1)c1ccccn1)c1ccccc1	-10	-8	-2.3	.	0.6	3	-0.1	-2	13
COc1ccc(CNC(=O)CCS(=O)(=O)c2ccc(Br)cc2)cc1	2	8	-0.1	-0.4	0.3	2	0.7	19	13
Cc1ccc(SCC(=O)Nc2nncs2)cc1	-4	?	-1.4	1.0	0.8	1	4.4	-5	21
CCOc1ccc(CN2CCN(Cc3c(C)nn(CC)c3C)CC2CCO)cc1 (configuration not stated)	-9	-4	-3.5	-3.1	-1.1	1	-0.6	-8	-5
CC/C(C)=N/Oc1nc(C)cc(C)n1	1	12	-0.6	3.4	-1.0	2	-2.4	-3	1
O=C1C(c2ccc(F)cc2)N(CC2COc3ccccc3O2)C(=O)CN1C1CCCCC1 (configuration not stated)	-4	8	-0.8	1.8	-2.4	1	0.1	1	2
Cc1ccc2c(Cl)c(C(=O)N/N=C/c3cccn3C)sc2c1	0	2	-4.1	2.1	-1.8	4	-0.8	-4	-5
O=C(CCNS(=O)(=O)c1cccc2nsnc12)NCc1cccs1	-29	9	-1.0	-0.8	0.7	-1	-0.5	-8	1
Cc1ccc2c([N+](=O)[O-])cccc2n1	-2	0	-2.7	-0.5	.	-1	-0.3	12	5
CSC[C@H]1CN(Cc2ccccc2)C(=O)[C@@H]1CC(=O)Nc1ccc(Br)cc1	3	4	-3.4	.	-1.3	0	0.3	-9	-2
CCn1cc([N+](=O)[O-])c(C(=O)Nc2cc(C)on2)n1	-5	22	-1.9	-3.7	-1.9	1	0.5	-5	6
CC(C)N1CCC1(C)C(=O)Nc1nc2ccccc2[nH]1 (configuration not stated)	-6	0	-0.1	.	1.1	-1	-0.4	14	6
O=C(CSc1ncn[nH]1)Nc1nc(-c2cccc([N+](=O)[O-])c2)cs1	-17	-2	-4.2	0.2	-3.6	0	-0.4	6	1
COc1ccc(Cc2nc3ccc(C(=O)N(C)CCn4ccnc4)cc3o2)cc1OC	16	-4	-0.8	0.8	-1.0	2	-1.9	7	8
Cc1onc(-c2c(Cl)cccc2Cl)c1C(=O)N1CCSCC1	0	.	-0.8	-7.7	1.4	1	.	11	12
CC1CCN(c2nc(CN3CCCCC3)nc3scc(-c4ccccc4)c23)CC1	7	-12	-29	-0.1	1.8	-2	0.2	11	-11
Cc1ccc(Cl)cc1NC(=O)C(NS(=O)(=O)c1cccs1)c1ccccc1 (configuration not stated)	-6	-5	-3.6	-0.3	-0.9	2	-0.2	-8	2
CSc1cccc(NC(=O)CN(c2ccc(C)cc2C)S(C)(=O)=O)c1	1	.	-1.4	1.1	.	1	.	17	13
Cc1cc(C)cc(CC(=O)N2CCC2(C)C(=O)NS(=O)(=O)c2ccc(Cl)s2)c1 (configuration not stated)	-2	8	0.5	.	-1.1	-1	-0.2	6	8
COc1ccc(C(=O)NNC(=O)CN2CCN(c3nc(-c4ccccc4)cs3)CC2)cc1	-4	-1	2.7	-3.3	.	-3	-0.2	7	4
Cc1ccccc1-n1c(SCC(=O)NCC2CCCO2)nnc1-c1ccncc1 (configuration not stated)	5	1	-0.4	-2.6	-0.5	-2	0.9	-6	8
